# High-throughput results: PubChem, National Center for Advancing Translational Sciences (NCATS)
# POLB inh: DNA polymerase beta (human) inhibition; P06746; Pol beta primer extension/strand displacement, fluorescence kinetic; Potency, µM (series often up to 114 µM), without a hit: at the highest dose activity change, negative = inhibition, usual class: inhibitors; hit rate 1.3% among 340,000; further: potency means the concentration at half of the fitted maximal effect; on the % scale 0 is the no-effect control and ±100 the full control effect
#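 Pol beta (10 nM) was preincubated with compound for 15 min at room temperature. The reaction was then started with 50 nM substrate and read immediately and after a further 10 min at room temperature.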
# LDHA block: inhibitors of human lactate dehydrogenase A. hit rate 0.15% among 480,000. P00338. AID 1347041. purified LDHA, NADH/diaphorase-resazurin fluorescence; hits give low values. activity change, % (values are at about 110 or 230 µM); in the data active means activity change below about -30%; inconclusive means mostly about -25% to -30%;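 further: plate controls were DMSO wells for no effect and wells without enzyme for full effect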
#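 Resorufin fluorescence (ex540/em590), read at 0 and 20 min after diaphorase/resazurin addition, reports the NADH left after a 5 min room-temperature reaction of 2 nM human LDH5 with 0.06 mM NADH and 0.2 mM pyruvate.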
# POLK inh: DNA polymerase kappa (human) inhibition | Q9UBT6 | purified Pol kappa, fluorescent DNA synthesis assay, 10 min | hit rate 0.53% among 400,000 | Potency, µM (doses to about 107 µM), for the others: at the highest dose activity, negative = inhibition, most hits filed as inhibitors; further: potency means the concentration at half of the fitted maximal effect; on the % scale 0 is the no-effect control and ±100 the full control effect
#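 10 nM Pol kappa preincubated 15 min at room temperature with compounds, then reaction started with substrate at 50 nM final. Fluorescence read kinetically at 0 and 10 min; buffer-only wells served as negative control.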
# APEX1 inh: inhibitors of human APE1 endonuclease | P27695 | recombinant APE1, TAMRA/BHQ-2 abasic DNA cleavage fluorescence | Potency, µM (top dose mostly 65.8 µM), without a hit: top-dose activity change, negative = inhibition, usual class: inhibitors | hit rate 0.35% among 350,000;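 further: potency means the concentration at half of the fitted maximal effect; plate controls were vehicle for no effect and reference inhibitor for full effect; nearly all actives have a fitted effect of over 55% in size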
#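 Compound pre-exposure to 0.75 nM APE1, 15 min at ambient temperature. Reaction initiated with 50 nM TAMRA/BHQ-2 THF substrate, read immediately in kinetic mode, 525 nm excitation, 598 nm emission.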
# Glioma ERSR ind: induces the endoplasmic reticulum stress response in human glioma cells; U87-MG GRP78 promoter luciferase reporter, 16 h; Potency, µM, inactives show at the highest dose activation, actives largely listed as activators; hit rate 0.02% among 420,000; AID 602332; further: potency means the concentration at half of the fitted maximal effect; series mostly up to about 76 µM; % of control where 0% means no effect; nearly all actives have a fitted effect of over 35% in size
#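 Stably transfected U87-MG human glioma cells carrying a GRP78-based luminescent sensor were seeded at 1000 cells/well, pin-dosed with compounds and incubated 16 h. Luciferase reagent was then added, and end-point luminescence was read after 10 min at room temperature.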
# BLM inh: inhibitors of human Bloom syndrome helicase BLM; recombinant BLM DNA unwinding, fluorescence dequenching; Potency, µM (highest dose often 56.1 µM), inactives show at the highest dose activity change, negative = inhibition, most hits filed as inhibitors; hit rate 0.2% among 350,000;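 further: potency means the concentration at half of the fitted maximal effect; plate controls were vehicle for no effect and no enzyme for full effect; nearly all actives have a fitted effect of over 35% in size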
# POLH inh: DNA polymerase eta (human) inhibition | hit rate 1.2% among 390,000 | recombinant Pol eta, fluorescent DNA replication assay | Potency, µM (series often up to 114 µM), for the others: at the highest dose activity change, negative = inhibition, hits mostly inhibitors; further: potency means the concentration at half of the fitted maximal effect; on the % scale 0 is the no-effect control and ±100 the full control effect
# Target sequence (Q9Y253 whole entry, looked up): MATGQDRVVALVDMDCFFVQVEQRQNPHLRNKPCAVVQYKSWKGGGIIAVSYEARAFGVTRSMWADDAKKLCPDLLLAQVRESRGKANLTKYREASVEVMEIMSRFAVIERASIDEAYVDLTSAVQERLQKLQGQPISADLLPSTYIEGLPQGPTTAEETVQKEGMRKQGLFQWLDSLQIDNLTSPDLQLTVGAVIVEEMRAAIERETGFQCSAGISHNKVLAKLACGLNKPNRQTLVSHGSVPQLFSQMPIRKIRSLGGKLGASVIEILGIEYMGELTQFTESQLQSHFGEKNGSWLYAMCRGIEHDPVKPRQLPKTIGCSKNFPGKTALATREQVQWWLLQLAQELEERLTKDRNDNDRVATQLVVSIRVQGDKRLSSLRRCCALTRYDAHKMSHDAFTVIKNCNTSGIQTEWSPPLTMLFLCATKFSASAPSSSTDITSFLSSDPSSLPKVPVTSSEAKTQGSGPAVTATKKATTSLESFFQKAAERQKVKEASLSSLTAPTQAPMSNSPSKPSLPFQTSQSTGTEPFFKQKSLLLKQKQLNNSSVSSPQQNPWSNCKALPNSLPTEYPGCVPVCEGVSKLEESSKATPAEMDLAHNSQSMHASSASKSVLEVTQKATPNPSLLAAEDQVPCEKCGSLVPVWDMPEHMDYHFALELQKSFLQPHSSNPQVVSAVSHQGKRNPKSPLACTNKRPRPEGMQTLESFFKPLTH
#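 Pol eta (10 nM) was preincubated with compounds for 15 min at room temperature, after which fluorescent replication substrate (50 nM final) was added to start the reaction. Fluorescence was read kinetically at 0 and 10 min.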
# Apoferritin bind: candidate novel general anesthetic via apoferritin binding; apoferritin/1-aminoanthracene competitive binding, fluorescence; Potency, µM (titrated, usually from 77.5 µM), for inactives: at the highest dose activity change, negative = displacement, hits mostly inhibitors; hit rate 0.074% among 350,000; AID 485281; further: potency means the concentration at half of the fitted maximal effect; on the % scale 0 is the no-effect control and ±100 the full control effect; nearly all actives have a fitted effect of over 20% in size
# Target sequence (P02791 2-175 limits assumed): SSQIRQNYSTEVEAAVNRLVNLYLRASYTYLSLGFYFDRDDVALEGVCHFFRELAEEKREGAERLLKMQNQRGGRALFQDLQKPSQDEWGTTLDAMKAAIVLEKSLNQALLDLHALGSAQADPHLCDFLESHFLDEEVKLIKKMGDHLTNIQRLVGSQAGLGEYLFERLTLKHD
#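 Steps: apoferritin (10 uM) was premixed with half-saturated 1-AMA in PBS, compounds were pin-transferred, plates stood 10 min at room temperature, fluorescence was read at 380/535 nm, and curves were fitted with a Hill equation.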
# Pol iota inh: blocks human DNA polymerase iota activity. Q9UNA4. Pol iota fluorescent replication assay, 10 min. Potency, µM (top dose mostly 115 µM), for the others: top-dose activity, negative = inhibition, most hits filed as inhibitors. hit rate 1% among 390,000; further: potency means the concentration at half of the fitted maximal effect
#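 Fluorescent replication assay read twice, at 0 min and 10 min after adding 50 nM (final) substrate. Enzyme (10 nM) and compounds were first incubated 15 min at room temperature; enzyme-free buffer wells were negative controls.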
# Numbers without * were called inactive; u = inconclusive; x = no result given; [ ] = dose if it differs, or a comment. Unless noted, the call rests on the fitted dose curve; in most records, active means well fitted curve in the direction sought with a large enough effect; inconclusive means small, poorly fitted or top-dose-only effect, or another doubt; inactive means no such curve, though single readings can be large; an effect the other way counts as inactive or inconclusive. Some of the compounds tested, so the mix of outcomes need not match the whole.
SMILES	APEX1 inh	POLB inh	POLK inh	Apoferritin bind	Glioma ERSR ind	POLH inh	BLM inh	LDHA block	Pol iota inh
CCCNC(=O)CN1C(=O)COc2ccc(S(=O)(=O)N3CCC(C)CC3)cc21	x	30%	4%	-18%	-2%	-6%	0%	0	25%
Brc1cccc(-c2nnc(SCc3nc4ccccc4[nH]3)o2)c1	19%	21%	-6%	u	-1%	-12%	-1%	-8	14%
CC[C@H](C)N	-5%	x	10%[60.1 µM]	-3%	-6%	x	-2%	x	x
CCn1c(SCc2nc(-c3cccs3)no2)nnc1-c1c[nH]c2ccccc12	-2%	-18%	-10%	-5%	-9%	-9%	-6%	-6	-15%
Nc1ccc(-c2nc3ccccc3[nH]2)cc1	-8%	u	-1%	4%	-5%	-21%	0%	-1	23%
Cc1cccc(N2CCN(C(=O)c3cnn(-c4ccccc4Cl)c3C3CCN(C(=O)OC(C)(C)C)CC3)CC2C)c1 (centres undefined)	x	1%	-15%	-3%	-2%	-20%	5%	4	27%
CSc1ncccc1C(=O)OCC(=O)c1cc(C)n(C)c1C	2%	x	-24%	x	2%	-15%	x	-9	11%
O=C(NCCc1cccs1)C1CCC(=O)N(CCc2cccc(F)c2)C1 (centres undefined)	-2%	47%[activator]	-3%	3%	1%	-16%	-1%	-6	45%[activator]
CCOC(=O)CN(C)Cc1cn[nH]c1-c1ccc2cc(OC)ccc2c1	46%[activator]	23%	-10%	2%	2%	-8%	-1%	2	129%[activator]
COc1ccc(F)cc1S(=O)(=O)Nc1ccc2c(c1)OCO2	-3%	-23%	0%	-10%	-3%	-1%	-2%	-1	-6%
O=C(NCc1ccccc1Cl)c1cccc(NC(=O)c2ccccc2)c1	-3%	10%	-6%	-1%	0%	-19%	3%	-10	15%
Nc1cc(Cl)ccc1C(=O)OCC(=O)N1CCOCC1	8%	38%	6%	35%[activator]	2%	30%	-3%	0	-11%
CCCNC(=O)C1CN(S(=O)(=O)c2ccc(Cl)s2)c2ccccc2O1 (centres undefined)	-3%	x	-3%	x	-5%	-11%	x	-2	16%
CCOC(=O)C(C)n1nc(/C=C/c2ccccc2)ccc1=O (centres undefined)	-6%	33%	-13%	-17%	-2%	-1%	2%	0	-2%
COc1ccc(N2CCN(Cc3nc4c(c(=O)[nH]c(=O)n4C)n3Cc3cccc(Cl)c3)CC2)cc1	-2%	10%	-13%	-11%	-3%	-18%	-3%	-14	11%
COc1cccc(NC(=O)N2CCN(c3cccc(C)c3)C(C)C2)c1 (centres undefined)	-5%	-2%	0%	u	8%	-10%	2%	1	11%
O=C(N/N=C/c1ccc([N+](=O)[O-])cc1)c1cccs1	u	32µM*	u	-10%	4%	u	-17%	-24	71µM*
O=C(CSCc1ccc([N+](=O)[O-])cc1)Nc1cccc(C(=O)Nc2ccccc2C(=O)O)c1	-4%	14%	-4%	-12%	-2%	-1%	-3%	3	-28%
Cc1cc(C)n(CCCNC(=O)c2cc(COc3ccc(C)c(C)c3)on2)n1	12%	1%	-6%	u	0%	-28%	-3%	2	30%[activator]
Cc1ccc(-c2csc(NCCn3c(C(F)(F)F)nc4ccccc43)n2)cc1	30%	0%	9%	u	-2%	-8%	-3%	-3	13%
COc1ccc(S(=O)(=O)N2CCC(C(=O)NC3CCCC3)CC2)cc1OC	-1%	93%	2%	-5%	-4%	-26%	4%	-8	14%
O=c1cc(NCCCO)c2ccccc2o1	-1%	-1%	-2%	-10%	1%	-11%	-8%	-4	15%
CC(=O)Nc1nc2ccccc2n1CCOc1ccccc1Cl	-2%	-1%	0%	-4%	-5%	-4%	-2%	-2	7%
Cc1ccc(Cn2nnc3c(=O)[nH]c(C4CCCN(S(=O)(=O)c5ccccc5F)C4)nc32)cc1 (centres undefined)	23%	5%	1%	7%	-1%	8%	-6%	-9	53%[activator]
Cc1ccc(C(=O)C(NC(=O)c2ccco2)Nc2sc3c(c2C(N)=O)CCCC3)cc1 (centres undefined)	-4%	u	x	0%	x	x	-11%	x	x
CC(=O)Nc1ccc(S(=O)(=O)NC2(C(F)(F)F)C(=O)Nc3c2c(=O)[nH]c(=O)n3Cc2cccnc2)cc1 (centres undefined)	9%	33%	1%	-2%	-1%	-15%	-1%	-3	51%[activator]
Cc1ccc(S(=O)(=O)N(C)c2c(C)ccc(S(=O)(=O)Nc3ccncc3)c2C)cc1	23%	26%	-10%	0%	-3%	-14%	0%	-5	5%
Cc1ccccc1NC(=S)NC(=O)COc1ccccc1C	-5%	u	-11%	0%	12%	-14%	-9%	0	39%
CC1CCCN(CC(=O)Nc2ccc(S(=O)(=O)N3CCCC3)cc2)C1 (centres undefined)	-8%	-25%	-11%	1%	2%	0%	-6%	-2	40%[activator]
Fc1cccc(CSc2ncnc3c2oc2ccccc23)c1	2%	2%	5%	-11%	-4%	-18%	-1%	-4	4%
O=C(CCl)N1CCCC1c1ccc2c(c1)OCCO2 (centres undefined)	14%	31%	-4%	-12%	-18%	-15%	-4%	-6	u
CC(=O)N1CCN(c2ccc(NC(=O)c3ccco3)cc2)CC1	14%	15%	-4%	-2%	-2%	-21%	-3%	-1	26%
CCOc1ccc(C(=O)N[C@H](C(=O)NNC(=O)c2cccs2)C(C)C)cc1	-5%	x	-2%	x	-1%	-5%	x	-2	76%[activator]
COCCn1c(SCC(=O)Nc2cc(Cl)ccc2OC)nc2c([nH]c3ccccc32)c1=O	x	8%	-3%[60.1 µM]	u	-4%	-13%	-1%	0	29%
CCOC(=O)C(CCCCCOc1ccc([N+](=O)[O-])cc1)C(=O)OCC	20%	27%	-16%	u	0%	-14%	-11%	-9	5%
CCOC(=O)C=Nc1c(N)n(C)c(=O)n(C)c1=O	-2%	-1%	3%	2%	-5%	-2%	-4%	3	24%
O=C1CCCc2c1ccc1ccccc21	x	x	-14%	x	-1%	-18%	x	-3	92%[activator]
O=c1c2ccccc2cnn1Cc1n[nH]c(=S)n1-c1ccccc1Cl	1%	33%	-16%	-6%	-1%	-10%	4%	-3	-1%
O=C(Cn1nnc(-c2ccccc2)n1)NCc1ccco1	2%	0%	-5%	-7%	1%	-3%	-2%	-3	13%
COc1ccc(-c2noc(CCCC(=O)Nc3cccc(Cl)c3C)n2)cc1	x	-29%	-12%	-1%	0%	-17%	-5%	-13	14%
C=CCn1c(CNC(=O)c2ccco2)nnc1SCC(=O)Nc1cccc(Br)c1	0%	-20%	-2%	-12%	-3%	4%	2%	-2	12%
CC(OC(=O)c1ccc(O)cc1)C(=O)Nc1ccc(Oc2ccccc2)cc1 (centres undefined)	1%	x	-7%	x	4%	-25%	x	1	28%
COc1ccc(OC(C)C(=O)Nc2ccc([N+](=O)[O-])cc2)cc1 (centres undefined)	1%	-10%	-12%	-18%	-3%	-12%	-5%	-16	35%[activator]
Cc1nc2ccc(S(=O)(=O)NC(CC(C)C)C(=O)O)cc2s1 (centres undefined)	-4%	6%	-10%	-5%	-6%	-14%	7%	-4	3%
COc1cc(/C=N/NC(=O)c2ccccn2)ccc1OC(=O)c1cccs1	-8%	-1%	-18%	-16%	-1%	-7%	-4%	0	6%
CC(=O)Nc1ccc(NC(=O)C(=O)NCC(c2ccco2)N2CCc3ccccc32)cc1 (centres undefined)	11%	x	-1%	x	1%	2%	x	-3	24%
CC1CCc2c(sc3[nH]c(=S)n(C)c(=O)c23)C1 (centres undefined)	-21%	-2%	-5%	2%	-2%	1%	-1%	-10	35%[activator]
CN1CCN(CCOc2ccc(Cl)c(Cl)c2)CC1	0%	-13%	-2%	-9%	-6%	-15%	-11%	u	16%
COc1nc(OCCNC(=O)Nc2ccccc2)nc(N(C)C)n1	-5%	5%	-14%	-10%	-2%	2%	2%	2	-2%
COc1ccc(C2CC(=O)C(C(c3ccc(O)cc3)C3C(=O)CC(c4ccc(OC)cc4)CC3=O)C(=O)C2)cc1 (centres undefined)	-6%	3%	x	0%	x	x	-12%	x	x

# Next part:
SMILES	APEX1 inh	POLB inh	POLK inh	Apoferritin bind	Glioma ERSR ind	POLH inh	BLM inh	LDHA block	Pol iota inh
Cn1cc(/C=N/NC(=O)c2cc3cc(Br)ccc3o2)c2ccccc21	3%	-5%	-4%	-8%	-5%	-13%	-2%	-2	-23%[58.9 µM]
CC(=O)N1CCN(C(=O)CNC(=O)c2ccc(C)s2)CC1	x	x	0%	x	-3%	-3%	x	-7	32%[activator]
Cc1oc2ncnc(N3CCCCC3)c2c1C(=O)NCC1CCN(Cc2cccc(F)c2)CC1	x	-11%	-1%	-6%	-2%	-15%	-1%	0	-6%
Cc1ccc(S(=O)(=O)CC(O)CN2CCCC2=O)cc1 (centres undefined)	4%	12%	-3%	-9%	-4%	10%	-3%	-6	18%
COc1cc(/C=N/NC(=O)CCNC(=O)c2ccccc2Cl)ccc1O	-5%	-1%	-3%	-7%	3%	-20%	-1%	2	-23%
CCSc1nsc(NC(=O)Nc2ccccc2F)n1	14%	-12%	-5%	-7%	1%	-5%	-5%	-14	108%[activator]
COc1ccccc1CNC(=O)CCS(=O)(=O)c1ccc2c(c1)CCCN2C(C)=O	-7%	3%	-5%	-8%	-1%	-4%	-1%	-8	6%
CSc1nnc(C)c(=O)n1COC(=O)COc1ccc2ccccc2c1	4%	-1%	-5%	-2%	-3%	-19%	-4%	-8	3%

# Entries of single compounds, quoted from the list. Order of values: APEX1 inh, POLB inh, POLK inh, Apoferritin bind, Glioma ERSR ind, POLH inh, BLM inh, LDHA block, Pol iota inh
# COc1cc(/C=N/NC(=O)CCNC(=O)c2ccccc2Cl)ccc1O is listed as -5%, -1%, -3%, -7%, 3%, -20%, -1%, 2, -23%
# Cn1cc(/C=N/NC(=O)c2cc3cc(Br)ccc3o2)c2ccccc21 is listed as 3%, -5%, -4%, -8%, -5%, -13%, -2%, -2, -23%[58.9 µM]
